Rab9 promoter act: Rab9 promoter activation; Huh7 Rab9 promoter-luciferase reporter, luminescence, 24 h; 320,000 compounds, 2.8% hits; Potency, µM (highest dose often 9.22 µM), for inactives: top-dose activation, negative = inhibition, actives largely listed as activators; AID 485297; note: potency is the fitted concentration of half-maximal effect; % of control where 0% means no effect; nearly all actives have a fitted effect of over 60% in size
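Measured in stably transfected Huh7 cells bearing a Rab9 promoter–luciferase construct: 24 h compound treatment at 37 °C, followed by luminescence detection.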
KCNH2 3.1 inh: blocks the human KCNH2 3.1 channel isoform. activity change, % (tested at about 1.8 µM). 340,000 compounds, 0.95% hits. U2OS KCNH2 3.1, thallium flux FluxOr; active compounds read low;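 active = maximum activity change below -70%; inconclusive = maximum activity change from -70% to -50%; inactive = maximum activity change above -50%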;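 note: thallium influx rate constant from kinetic fluorescence after stimulation buffer; % is set by controls: 0 for no effect and ±100 for the full control effect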
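We transduce U2OS cells with the mutant 3.1 virus, culture them overnight, load FluxOr with Red40 quencher for 45 min, then add stimulation buffer and read kinetically for 2 min to derive a normalized rate constant.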
ELG1 genotoxic: inducers of genotoxicity in HEK293T ELG1-luciferase cells; HEK293T ELG1-luciferase reporter, luminescence, 16 h; 330,000 compounds, 1.3% hits; Potency, µM (titrated, usually from 46 µM), for the others: at the highest dose activity change, positive = activation, actives largely listed as activators; note: potency is the fitted concentration of half-maximal effect; % of control where 0% means no effect; nearly all actives have a fitted effect of over 60% in size
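Reporter readout depends on ELG1 protein level, which increases with genetic stress. After 16 hr compound exposure at 37 °C, luciferase activity was quantified using ONE-Glo.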
RORgamma inh: inhibitors of mouse ROR gamma transcriptional activity; P51450; Drosophila S2 Gal4-RORgamma UAS-luciferase reporter, 20 h; AID 2551; Potency, µM (doses to about 53.6 µM), inactives show at the top dose activity change, negative = inhibition, actives largely listed as inhibitors; 310,000 compounds, 5.4% hits; note: potency is the fitted concentration of half-maximal effect; % is set by controls: 0 for no effect and ±100 for the full control effect; nearly all actives have a fitted effect of over 60% in size
Target sequence (P51450 whole entry, looked up, the tested form may be a part): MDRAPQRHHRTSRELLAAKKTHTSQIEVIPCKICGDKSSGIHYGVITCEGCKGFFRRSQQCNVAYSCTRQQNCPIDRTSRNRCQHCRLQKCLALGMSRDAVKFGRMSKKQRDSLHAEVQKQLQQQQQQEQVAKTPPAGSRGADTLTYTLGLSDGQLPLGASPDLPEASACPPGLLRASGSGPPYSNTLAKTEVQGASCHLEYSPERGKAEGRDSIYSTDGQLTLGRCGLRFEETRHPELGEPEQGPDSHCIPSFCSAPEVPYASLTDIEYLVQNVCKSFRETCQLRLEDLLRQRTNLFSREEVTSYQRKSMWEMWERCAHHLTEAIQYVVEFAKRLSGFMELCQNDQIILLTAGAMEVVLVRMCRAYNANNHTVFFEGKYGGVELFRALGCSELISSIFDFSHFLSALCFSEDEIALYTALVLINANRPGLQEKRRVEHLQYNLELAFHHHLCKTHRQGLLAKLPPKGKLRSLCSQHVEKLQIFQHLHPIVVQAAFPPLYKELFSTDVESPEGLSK
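Drosophila Schneider cells stably carrying a metallothionein-driven Gal4 DBD–ROR gamma fusion and a UAS-Photinus luciferase reporter were exposed to compound for 1 hr, then induced with copper sulfate (700 uM final) for 20 hr at ambient temperature before luminescence reading.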
VP16 counter: Gal4-VP16 reporter inhibition counter-screen; Drosophila S2 Gal4-VP16 UAS-luciferase, luminescence, 20 h; Potency, µM (series often up to 53.6 µM), for the others: at the top dose activity, negative = inhibition, hits mostly inhibitors; 310,000 compounds, 3.5% hits; AID 2546;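 note: Gal4-VP16 expression switched on by copper sulfate through the metallothionein promoter; potency is the fitted concentration of half-maximal effect; % is set by controls: 0 for no effect and ±100 for the full control effect; nearly all actives have a fitted effect of over 50% in size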
Giardia killer: kills Giardia lamblia; activity change, % at 7.66 µM, hits read low; Giardia lamblia trophozoite viability; 340,000 compounds, 0.15% hits; AID 540267; in the data active = activity change below about -80%; inconclusive = between about -30% and that limit;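 note: parasites exposed to compound for two days anaerobically before the ATP read; % is set by controls: 0 for no effect and ±100 for the full control effect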
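Giardia trophozoites, 100 cells per well, were exposed to compounds for 48 hrs at 37 deg C under anaerobic conditions; viability was then read as ATP content by bioluminescence after 15-30 min at room temperature.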
uPA generation: inhibitors of cell surface uPA generation; cell surface uPA generation assay, qHTS; Potency, µM (titrated, usually from 38.3 µM), inactives show at the top dose activity change, negative = inhibition, usual class: inhibitors; 330,000 compounds, 0.31% hits; AID 540303; active = well fitted inhibition curve with a large enough effect; inconclusive = small, poorly fitted or top-dose-only effect; inactive = no such curve, though single readings can be large or run the other way; tested in mouse RAW 264.7 cells; note: potency is the fitted concentration of half-maximal effect; % is set by controls: 0 for no effect and ±100 for the full control effect; nearly all actives have a fitted effect of over 55% in size
FLuc modulator: inhibits or activates purified firefly luciferase, miR-21 counter-screen. P08659. purified FLuc, Km substrates, luminescence inhibition. Potency, µM (series often up to 57.5 µM), without a hit: at the top dose activity change, negative = inhibition, most hits filed as inhibitors. 360,000 compounds, 6.9% hits. AID 588342;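 note: potency is the fitted concentration of half-maximal effect; plate controls were vehicle for no effect and reference inhibitor for full effect; nearly all actives have a fitted effect of over 55% in size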
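Purified P. pyralis luciferase, 10 nM final, with Km-level 10 uM D-luciferin and 10 uM ATP in 50 mM Tris acetate pH 7.5, 10 mM Mg acetate, 0.01% Tween-20, 0.05% BSA; 6-point qHTS titration about 60 µM downward; luminescence read.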
Tb PFK block: inhibitors of T. brucei phosphofructokinase. 330,000 compounds, 0.17% hits. Potency, µM (highest dose often 57.5 µM), inactives show at the highest dose activity, negative = inhibition, usual class: inhibitors. T. brucei PFK, ADP-Glo luminescence;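 note: potency is the fitted concentration of half-maximal effect; 0% = uninhibited 1x PFK enzyme wells and -100% = no-enzyme wells; nearly all actives have a fitted effect of over 60% in size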
Target sequence (O15648 whole entry, looked up): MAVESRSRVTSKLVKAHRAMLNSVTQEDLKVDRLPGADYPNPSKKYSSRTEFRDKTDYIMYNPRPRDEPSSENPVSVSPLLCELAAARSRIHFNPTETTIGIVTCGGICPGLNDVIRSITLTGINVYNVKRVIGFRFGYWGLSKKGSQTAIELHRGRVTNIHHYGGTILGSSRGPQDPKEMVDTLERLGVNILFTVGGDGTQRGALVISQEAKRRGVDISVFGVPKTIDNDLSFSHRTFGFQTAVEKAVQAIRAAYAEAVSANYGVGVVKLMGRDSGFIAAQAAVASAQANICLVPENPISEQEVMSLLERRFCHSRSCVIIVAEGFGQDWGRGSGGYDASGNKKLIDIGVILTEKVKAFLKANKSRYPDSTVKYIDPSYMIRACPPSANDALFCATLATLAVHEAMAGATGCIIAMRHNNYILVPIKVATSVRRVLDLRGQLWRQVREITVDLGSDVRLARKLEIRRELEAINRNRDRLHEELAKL
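ADP-Glo luminescence quantified ADP after 45 min at room temperature, with 1.25 nM T. brucei PFK, 0.1 mM ATP and 0.5 mM fructose-6-phosphate in pH 8.0 TEA buffer. qHTS titrations up to 57 µM; curves classified by quality.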
Coupling enz: coupling enzyme interference in Giardia aldolase counter-screen; coupling enzyme system counterscreen, AmpLite Red fluorescence; activity change, negative = inhibition, % at 58.2 µM, hits read low; 290,000 compounds, 0.67% hits; AID 2472; in the data active = activity change below about -30%; note: % is set by controls: 0 for no effect and ±100 for the full control effect
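Fluorescence at 525 nm excitation and 598 nm emission measured inhibition of the coupled detection system without aldolase. Compounds (at 57.5 uM final) were preincubated 10 min at room temperature with coupling enzyme reagent before a 20 min substrate/AmpLite Red step.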
NPC1 promoter act: activates the NPC1 promoter; Huh7 NPC1 promoter luciferase reporter, 24 h; Potency, µM (titrated, usually from 9.22 µM), inactives show top-dose activation, hits mostly activators; 320,000 compounds, 2.4% hits; AID 485313;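 note: potency is the fitted concentration of half-maximal effect; % of control where 0% means no effect; nearly all actives have a fitted effect of over 60% in size; reporter is driven by a mutant NPC1 promoter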
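In 1536-well qHTS, Huh7 cells harboring an NPC1 promoter–luciferase construct received compound for 24 h; activation was quantified by luminescence following luciferase reagent addition.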
* hit, by the source's call; ? = inconclusive; nt = not tested or not shown; [ ] = dose if it differs, or a comment. Unless noted, calls come from the whole dose curve; as a rule, active = well fitted curve in the direction sought with a large enough effect; inconclusive = small, poorly fitted or top-dose-only effect, or another doubt; inactive = no such curve, though single readings can be large; an effect the other way counts as inactive or inconclusive.

cpd	Compound	NPC1 promoter act	Coupling enz	FLuc modulator	uPA generation	VP16 counter	ELG1 genotoxic	RORgamma inh	Giardia killer	KCNH2 3.1 inh	Tb PFK block	Rab9 promoter act
1	Cc1cc2nc(-c3cccc(NC(=O)c4ccc(Br)o4)c3)oc2cc1C	-4%	0	17µM*	0%	0%	18%	21%	4	5	2%	3%
2	CCN(CC(=O)Nc1c(F)cccc1F)C(=O)Cc1csc(-c2ccc(OC)c(OC)c2)n1	-3%	nt	-2%	0%	nt	1%	nt	-7	9	-14%	-5%
3	COc1ccc(-n2c(=S)[nH]c3[nH]ncc3c2=O)cc1	-2%	-5	-3%	1%	-8%	0%	-22%	9	-1	-3%	-9%
4	O=C(CCCCCN1C(=O)[C@@H]2Cc3ccccc3CN2C1=O)Nc1ccccc1F	-2%	nt	0%	-3%	4%	-4%	-4%	8	4	3%	-1%
5	Cc1nn(-c2ccccc2)c2c1C(c1ccc(O)c(O)c1)N1C(=N2)C(Nc2ccccc2)=Nc2ccccc21 (centres undefined)	-1%	-5	8%	6%	?	-3%	15%	11	-6	0%	-1%
6	CCn1c2c(c3cc(Cl)ccc31)CCCC2=O	-2%	-1	-1%	2%	1%	0%	?	1	6	2%	-1%
7	O=C(CNC(=S)N(Cc1ccccc1F)C1CCCCC1)NCCCN1CCOCC1	-7%	1	0%	-2%	7%	3%	-75%	-3	-15	0%	-3%
8	Cc1c(Cl)cccc1NC(=O)COc1ccc(S(=O)(=O)N2CCOCC2)cc1	-4%	5	-2%	nt	5%	-1%	0%	-5	24	0%	-6%
9	CCC(C)(C(=O)NC1CCCC1)N(C(=O)c1cnccn1)c1c(C)n(C)n(-c2ccccc2)c1=O (centres undefined)	-4%	5	0%	nt	nt	-3%	-36%[0.365 µM]	-15	4	10%	-6%
10	CCOc1ccccc1Nc1nnc(SCC(=O)Nc2ccc3[nH]c(=O)[nH]c3c2)s1	-1%	-9	-6%	2%	2%	1%	-1%	-22	8	-3%	-5%
11	O=C(CCCc1ccccc1)c1ccccc1	1.6µM*	-1	0.76µM*	6%	-13%	?	9%	-12	-7	0%	1.4µM*
12	CN(CC(=O)Nc1cccc(S(=O)(=O)NC2=NCCCCC2)c1)Cc1ccc(C(C)(C)C)cc1	-8%	-2	?	-4%	5%	-14%	6%	2	-2	-2%	-4%
13	CN(Cc1cc(=O)[nH]c2ccccc12)C(=O)c1ccccc1	18%	-3	?	2%	2%	2%	-22%	-3	-1	-1%	-4%
14	CC1=CC(C)(C)[N+](C)(C)c2ccccc21	-1%	6	0%	23%	2%	-3%	-1%	-5	7	-1%	-7%
15	COCc1cc(C)nc2sc(C(=O)OC(C)C)c(N)c12	11%	-11	nt	-6%	?	?	-96%	-3	-6	0%	14%
16	CCC(C)C(=O)Nc1cc(OC)c(OC)cc1C(=O)O (centres undefined)	-1%	-8	0%	0%	8%	0%	-30%	16	34	3%	-2%
17	Cc1cc(NS(=O)(=O)c2ccc(NC(=O)C(C)Oc3ccc(Cl)cc3)cc2)no1 (centres undefined)	0%	5	4%	nt	-2%	0%	2%	3	1	-25%	2%
18	S=C(Nc1cc(Cl)cc(Cl)c1)NC1CCN(Cc2ccccc2)CC1	-1%	3	2%	?	?	-8%	?	?	?	-4%	-3%
19	Cc1nc(N2CCN(C(=O)c3ccco3)CC2)c2c3c(sc2n1)CCC3	-3%	6	-1%	5%	1%	-9%	-20%[10 µM]	2	34	1%	-8%
20	Cc1ccc(C)c(-c2ccc(=O)n(Cc3cccc(Br)c3)n2)c1	-1%	6	4%	8%	-2%	-5%	9%	7	-4	0%	-4%
21	COc1cc(/C=N/n2c(C3CCCCC3)n[nH]c2=S)ccc1O	-1%	6	2%	4%	-22%	-4%	-66%	-16	-10	6%	-2%
22	Cc1ccc(C(=O)Nc2ccc3c(c2)OCCO3)c(Cl)c1	0.089µM*	-2	0.43µM*	?	5µM*	?	7.9µM*	-83*	-5	-8%	0.089µM*
23	CCOC(=O)c1n[nH]n(-c2cc(Cl)cc(Cl)c2)c1=O	1%	10	1%	1%	-8%	0%	-11%	20	-6	0%	0%
24	CCn1cc(C(=O)N[C@H](C(=O)O)C(C)C)c(=O)c2cc3c(cc21)OCO3	-2%	0	7%	4%	-2%	-1%	-13%	-20	6	12%	-9%
25	Cc1ccccc1Oc1nc2c(C)cccn2c(=O)c1/C=C(\C#N)C(=O)Nc1c(C)n(C)n(-c2ccccc2)c1=O	0%	2	-14%	-8%	?	2%	-2%	-13	2	-6%	1%
26	CN(c1ccccc1)S(=O)(=O)c1cccc(C(=O)Nc2nccs2)c1	-4%	3	-6%	0%	?	-6%	22%	-14	1	-3%	0%
27	Cc1ccc(NC(=O)CSCC(=O)N(C)CC(=O)Nc2cccc3ccccc23)cc1	1%	nt	-8%	-2%	nt	-4%	nt	-10	-40	-7%	1%
28	Cn1cnc([N+](=O)[O-])c1Cl	-3%	-3	0%	-4%	2%	-2%	2%	-8	8	-5%	-10%
29	O=C(/C=C/c1ccccc1)NNC(=O)c1ccco1	15%	3	?	3%	-4%	7%	-18%	10	6	1%	17%
30	O=C(COC(=O)c1ccc(S(=O)(=O)N2CCCC2)cc1)Nc1cccc(F)c1	0%	nt	-1%	-14%	nt	-2%	nt	21	10	0%	-3%
31	Cc1ccc(S(=O)(=O)N(C)c2ccc(C(=O)Nc3ccccn3)cc2)cc1	-2%	nt	-12%	6%	nt	-5%	nt	-4	-6	2%	-1%
32	CCCN(CCC)CCOc1cc(C)ccc1C(C)C	-1%	-2	0%	9%	-16%	-3%	-7%	-1	14	-17%	-4%
33	O=C(Cc1c[nH]c2ccccc12)NCc1ccc(Cl)cc1	1%	-2	?	13%	-1%	1%	?	-9	7	-8%	-2%
34	Cn1c(=NC(=O)c2ccco2)sc2ccccc21	?	-5	2.7µM*	-24%	-21%	4.1µM*	-40%	?	7	-3%	?
35	COc1ccc(Cc2nnnn2CC(=O)O)cc1	6%	2	0%	-6%	-11%	1%	1%	-18	9	-2%	3%
36	COc1ccc(NC(=O)CC2C(=O)NCCN2C(=O)Nc2ccc(C(F)(F)F)cc2)cc1 (centres undefined)	-2%	nt	4%	-5%	2%	4%	24%	9	9	0%	1%
37	COc1ccc(OC)c(-n2c(SCC(N)=O)nnc2-c2c[nH]c3ccccc23)c1	-3%	1	4%	-1%	1%	3%	-18%	?	8	0%	2%
38	Cc1cc(C)n(-c2ccc(C(=O)Nc3cccnc3Cl)cc2)n1	0%	-5	-1%	-13%	7%	-1%	?	10	18	2%	14%
39	CN1CCN(c2ccc(NC(=O)CSc3nnnn3-c3ccccc3Cl)cc2)CC1	26%	5	-3%	14%	-2%	0%	-1%	-3	-15	-1%	2%
40	Cc1c(Cl)cccc1NC(=O)CCC(=O)N/N=C/c1ccco1	-2%	-3	-1%	0%	-10%	-2%	4%	11	14	-19%	-1%
41	CCOC(=O)c1c(C)[nH]c(C)c1S(=O)(=O)NCC1CCN(Cc2ccc(C)cc2)CC1	-2%	0	0%	-21%	-4%	0%	-4%	-3	-28	-2%	0%
42	CN(C)c1ncc(S(=O)(=O)c2ccc(Cl)cc2)c(-c2ccc(Cl)cc2Cl)n1	-2%	0	0%	11%	0%	-10%	39%	-20	1	5%	-2%
43	Nn1c(SCC(=O)Nc2nccs2)nncc1=O	-4%	1	-4%	1%	3%	-5%	-37%	0	4	0%	-11%
44	O=C(Cc1ccc(S(=O)(=O)N2CCOCC2)s1)NCC1CCCCC1	-2%	1	4%	7%	3%	1%	11%	-12	19	-8%	11%
45	COc1ccc(C(=O)C(C)OC(=O)c2nc3nccc(C)n3n2)cc1 (centres undefined)	-1%	nt	-1%	4%	nt	3%	nt	-12	-20	-8%	-2%
46	Clc1ccccc1N1CCN(c2ncnc3nc[nH]c23)CC1	-2%	0	4%	64%[activator]	-3%	4%	-21%	20	-4	-1%	-1%
47	COc1cc(C(F)(F)F)c(C(=O)N(C)Cc2ccc(Cl)c(Cl)c2)cn1	-5%	-1	0%	5%	11%	-2%	?	8	-13	3%	-2%
48	CC(NC(=S)NC1CCCCC1)c1ccccc1 (centres undefined)	-1%	1	5%	4%	?	-5%	-18%[1.91 µM]	1	-4	-4%	-8%
49	COc1ccc(CC(=O)Nc2ccc(-c3nc4cc(C)ccc4o3)c(O)c2)cc1OC	2%	2	-7%	4%	11%	?	20%	11	-1	-5%	19%
